# CatB block: inhibitors of human cathepsin B; inhibition, %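 (tested at 10 µM)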; actives 0.1% (n = 63,000); P07858; purified cathepsin B, fluorogenic substrate, fluorescence; in the data active = inhibition above about 21%;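 note: 0% = enzyme with no compound and 100% = no enzyme blank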
# CatG inh: blocks human cathepsin G enzyme activity; actives 0.2% (n = 62,000); AID 581; purified enzyme, AMC-tetrapeptide fluorescence, pooled mixtures; inhibition, % at 5 µM (by protocol);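 active = inhibition above 20% in each of the two mixture wells holding the compound; inactive = inhibition of 20% or less in either well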;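 note: 0% = enzyme control without mixture and 100% = blank lacking enzyme; strong numbers were not always called active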
# Target sequence (P08311 21-244 limits assumed): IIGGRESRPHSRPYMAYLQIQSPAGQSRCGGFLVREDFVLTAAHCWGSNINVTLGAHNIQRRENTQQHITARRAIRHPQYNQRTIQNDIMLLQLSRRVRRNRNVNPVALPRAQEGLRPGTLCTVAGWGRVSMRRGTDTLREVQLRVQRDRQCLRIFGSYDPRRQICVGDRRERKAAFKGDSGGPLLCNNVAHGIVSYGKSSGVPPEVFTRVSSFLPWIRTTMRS
# CatL inh: inhibitors of human cathepsin L; P07711; purified cathepsin L, fluorogenic substrate, fluorescence; inhibition, %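 (tested at 10 µM)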; AID 460; actives 0.17% (n = 58,000); in the data active = inhibition above about 45%;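 note: 0% = enzyme with no compound and 100% = no enzyme blank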
# Target sequence (P07711 114-288 limits assumed): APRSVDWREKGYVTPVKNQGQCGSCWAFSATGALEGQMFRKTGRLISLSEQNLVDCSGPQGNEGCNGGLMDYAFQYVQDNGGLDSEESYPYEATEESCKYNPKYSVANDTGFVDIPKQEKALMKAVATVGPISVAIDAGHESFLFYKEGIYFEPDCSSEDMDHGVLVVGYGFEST
# Target sequence (P07711 292-333 limits assumed): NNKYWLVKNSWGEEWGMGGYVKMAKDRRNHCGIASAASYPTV
# AP complement: alternative pathway complement inhibition, orthogonal assay; Human serum alternative complement pathway, LPS-coated ELISA, C3 deposition; tested in compound mixtures; inhibition, % at 5 µM; actives 0.08% (n = 62,000); AID 1235;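 active = inhibition above 30% in each of the two pooled mixtures holding the compound, so the lower value exceeds 30%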;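 note: 0% = serum in Mg-EGTA without compound and 100% = EDTA serum blank; some compounds past the cut are filed as inactive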
#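 Test system – human serum alternative complement pathway, C3 deposition on LPS-coated wells · Buffer or medium – diluted human serum in Mg2+-EGTA GVB++ · Compound dosing – 5 µM each compound, pools of ten, 50 µM per pool · Schedule – 1 h serum-compound exposure at 37 °C · Measured by – Anti-C3 ELISA, OD 450 nm · Read-out basis – percent inhibition of C3 deposition onto LPS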
# FXIIa mix inh: blocks human factor XIIa in pooled compound mixtures. P00748. AID 684. purified FXIIa, fluorogenic substrate. actives 0.2% (n = 62,000). inhibition, % at 5 µM;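 note: 0% = enzyme without compound and 100% = no enzyme blank; some results filed as inactive read as strong as hits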
# CatB mixtures: inhibitors of human cathepsin B in compound mixtures. P07858. Purified cathepsin B, AMC dipeptide fluorescence. inhibition, %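 (ten-compound pools at 5 µM per compound and 50 µM total)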. actives 0.06% (n = 62,000). AID 488; in the data active = inhibition above about 22%, passing the limit was not always enough;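 note: 0% = enzyme without compound and 100% = no enzyme blank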
# FXIa inh mix: factor XIa (human) inhibition, mixture screen | purified FXIa, fluorogenic substrate, pooled mixtures | P03951 | actives 0.19% (n = 62,000) | inhibition, % at 5 µM | AID 680;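 note: each value is inhibition by a whole ten-compound pool holding the compound; 0% = enzyme with no mixture and 100% = wells lacking enzyme; strong numbers were not always called active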
# C1s inh: human complement C1s inhibition; actives 0.16% (n = 62,000); purified C1s, fluorogenic AMC substrate, pooled mixtures; mean inhibition % of two 10-compound mixtures (stronger effect = higher value), % at 5 µM (by protocol); P09871;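 active = inhibition above 20% in each of the two 10-compound mixture wells holding the compound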;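 note: 0% = enzyme wells lacking compound mixture and 100% = no-enzyme blank wells; some compounds called inactive have numbers as strong as hits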
# CatS inh: human cathepsin S inhibition. AID 501. inhibition, %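 (tested at 5 µM per compound within 10-compound mixtures)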. recombinant cathepsin S, AMC dipeptide fluorescence, pooled mixtures. P25774. actives 0.06% (n = 62,000); in the data active = inhibition above about 32%, passing the limit was not always enough;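 note: 0% = enzyme without compound and 100% = blank without enzyme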
# Target sequence (P25774 115-331 limits assumed): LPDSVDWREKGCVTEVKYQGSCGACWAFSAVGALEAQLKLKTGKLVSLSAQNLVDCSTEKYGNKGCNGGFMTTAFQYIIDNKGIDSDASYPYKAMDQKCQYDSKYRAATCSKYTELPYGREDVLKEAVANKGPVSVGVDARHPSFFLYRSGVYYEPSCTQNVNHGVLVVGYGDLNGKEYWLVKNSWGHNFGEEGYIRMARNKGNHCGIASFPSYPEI
# Numbers without * were called inactive; nt = not tested or not shown. Cut-off read from the data, not from the text of the source, unless noted: active = inhibition above about 20% (passing the limit was not always enough); inactive = the rest.
CatS inh	CatG inh	CatB block	FXIIa mix inh	AP complement	C1s inh	CatL inh	CatB mixtures	FXIa inh mix	canonical_smiles
11.1	10.7	-2.2	-6.6	16.8	-35.2	22.6	-5.2	-1.2	CCN(CC)c1ccc(NC(=O)CN2C(=O)CC(C)(C)S(=O)(=O)c3ccccc32)c(C)c1
2.4	8.4	3.3	-17.3	9.8	9.8	15.1	-1.8	8.3	CCOC(=O)C1C(=O)CC(C)(O)C(C(=O)OCC)C1c1cccs1 (centres undefined)
0.7	-1.0	3.0	-20.1	4.7	4.7	0.1	0.0	8.5	Cc1cc(=S)cc(C)n1CCCO
-0.7	6.1	-0.4	-1.0	18.4	-6.7	3.4	1.3	2.3	Oc1ccc(-c2nc3ncccn3c2Nc2ccc3c(c2)OCCO3)cc1
11.9	-6.6	8.6	-17.4	-2.9	-38.1	0.5	2.2	1.2	O=C(COC(=O)c1cccs1)NCCN1C(=O)CSC1=O
-10.3	-6.2	-2.3	0.6	0.8	-31.0	nt	0.8	0.5	CCCCOCCCNS(=O)(=O)c1ccccc1
15.1	0.0	-6.0	-16.9	4.4	-3.7	-2.5	5.4	8.9	Cc1cc(C)n(-c2nnc(C)c(=O)[nH]2)n1
-4.6	-2.1	-0.6	-15.4	18.1	-4.6	-3.0	-1.0	9.7	O=C(O)C1CSC(c2ccccc2)N1C(=O)c1ccco1 (centres undefined)
13.8	2.4	-3.8	2.7	-5.3	-28.8	nt	2.8	10.9	O=C(O)CCc1ccc(-c2ccc(Cl)cc2)n1CC(=O)O
-17.0	7.4	0.4	4.2	7.3	6.9	-3.3	0.9	10.5	c1ccc2c(c1)CNc1ccccc1C2
3.7	0.9	-5.2	1.9	9.7	0.9	-1.0	2.7	2.8	CCCN1C(=O)C(NC(=O)c2ccncc2)(C(F)(F)F)C2=C1CC(C)(C)CC2=O (centres undefined)
-3.0	6.9	-0.4	1.6	-3.2	10.0	-13.4	4.9	6.8	CCn1c(SCC(=O)OC2CCCCC2)nnc1-c1ccncc1
2.4	9.3	-1.1	5.1	12.2	12.9	0.1	2.9	1.8	Cc1cccc(CSc2nnc(-c3ccccn3)n2N)c1
40.3	13.1	7.9	2.6	9.8	15.9	27.0	3.0	5.6	Cc1noc(C)c1COC(=O)c1ccc(S(=O)(=O)NCc2ccco2)cc1
0.7	3.7	-0.2	2.5	9.8	7.2	-9.0	2.2	6.1	Cc1ccc(CCNC(=O)C2CCCN(S(=O)(=O)c3cnc[nH]3)C2)cc1 (centres undefined)
7.9	0.1	-2.1	7.5	-2.6	-20.8	10.4	0.7	-5.1	CCOc1ccccc1C1CC(=O)Nc2cc3c(cc21)OCO3 (centres undefined)
-2.6	8.2	-2.0	7.2	21.1	3.5	11.9	1.2	7.3	O=S(=O)(c1ccc(Oc2ccc(S(=O)(=O)N3CCOCC3)cc2)cc1)N1CCOCC1
-3.4	8.3	nt	5.0	-4.5	0.9	21.3	-3.3	1.5	CN1CCN(Cc2ccc(-c3ccc(Cl)cc3)o2)CC1
4.7	7.4	3.2	9.2	25.9	9.3	-9.0	5.0	9.8	O=S(=O)(c1ccc(N2CC=C(c3ccccc3)CC2)nc1)N1CCCC1
-0.6	9.6	-0.6	3.0	-1.2	11.8	nt	-1.1	1.3	CC1(C)CC(=O)C2=C(C1)Nc1[nH]c(=S)[nH]c(=O)c1C2c1ccccc1 (centres undefined)
5.6	3.8	-0.9	-1.8	5.4	1.5	1.4	-2.0	7.4	O=C(C1=C(O)C(=O)N(CCN2CCOCC2)C1c1ccccn1)c1cccs1 (centres undefined)
-33.0	-8.7	-2.1	-15.2	-5.7	-70.6	-5.2	-11.2	-11.2	COC(=O)CSc1nc2sc3c(c2c(=O)n1-c1ccccc1)CCN(C)C3
6.9	-0.6	2.1	6.8	-14.7	3.6	31.2	0.6	-2.1	COc1ccc(N(Cc2cc3ccccc3[nH]c2=O)C(=O)C2CCCO2)cc1 (centres undefined)
-4.4	-7.8	0.2	4.2	5.5	0.4	-4.2	1.7	2.5	Cc1nc2nc3c(cn2n1)C(=O)CC(C)(C)C3
7.1	-2.8	-1.7	-2.2	12.2	-30.1	1.2	4.8	4.4	CCNc1sc(C(=O)c2cccs2)c(N)c1C#N
26.0	8.8	2.2	1.4	5.7	27.0	12.6	5.6	6.1	O=C(COc1ccccc1)Nc1nc(-c2ccc(S(=O)(=O)N3CCOCC3)cc2)cs1
-7.5	8.0	2.6	3.9	15.2	39.5	-3.5	0.0	3.2	CC(Cc1cccs1)NC(=O)NC1CCCCC1 (centres undefined)
-7.6	-4.4	-3.8	-0.8	22.1	-13.2	-0.8	-7.4	3.9	O=C(CCn1ccc2ccccc21)Nc1ccc(N2CCOCC2)cc1
3.1	-0.4	-1.1	-18.4	6.0	-19.7	-3.4	4.8	2.9	O=C(Cn1nnc(-c2ccccc2)n1)NCc1ccccc1
-0.9	-1.5	-1.9	11.0	23.7	4.1	-7.1	4.5	6.5	COc1ccc(-n2c(Cc3cccn3C)nnc2SCC(=O)Nc2cc(Cl)ccc2OC)cc1
-7.6	-4.3	-8.5	8.5	8.1	-29.6	1.4	2.5	10.9	CCCSC1=N/C(=C\c2ccsc2)C(=O)S1
0.1	-0.9	2.5	5.5	-2.0	-21.8	21.3	2.2	-4.2	COc1ccc(-c2nc(C(N)=O)c3[nH]c(=O)n(-c4cccc(Cl)c4)c3n2)cc1OC
-1.8	-1.4	-5.5	1.2	13.6	4.5	-10.3	5.8	10.2	O=C(NCCc1ccccc1)C1CC(=O)N(C2CCCCCC2)C1 (centres undefined)
0.1	-3.8	-5.9	5.0	21.1	-2.8	18.5	-1.4	9.7	O=P(CCC(F)(F)F)(CCC(F)(F)F)CCC(F)(F)F
52.1	8.5	1.3	11.9	1.9	5.0	-14.8	-5.5	-3.2	O=C(CCCN1C(=O)CCC1=O)Nc1cccc(C(F)(F)F)c1
5.6	4.1	-2.1	7.8	13.8	-0.1	nt	4.6	4.3	Oc1c(CN2CCCCC2)cc(COCc2ccccc2)c2cccnc12
10.3	-5.7	2.6	6.6	-6.5	-5.0	-3.7	2.9	3.9	COc1ccc(C2C(C(C)=O)=C(O)C(=O)N2c2cccnc2)c(OC)c1 (centres undefined)
-10.5	-10.2	-0.2	10.2	-3.6	-45.8	-3.3	-2.4	2.4	Cc1ccc2c(c1)C1(C(=O)N2C)N2CC3(C)CN1CC(C)(C2)C3=O (centres undefined)
5.0	1.2	0.1	2.7	16.1	2.7	-0.7	7.9	9.7	COc1ccc(S(=O)(=O)NC2CC(C)(C)NC(C)(C)C2)c(C)c1C
-0.3	4.5	-0.4	-2.6	6.2	-26.6	nt	-8.6	-6.0	CC(C)Sc1nc2c(c(=O)n(C)c(=O)n2C)n1C
3.3	-3.8	-0.2	3.5	-3.5	2.8	-6.2	38.5	18.6	O=C(NCc1ccc2[nH]c3c(c2c1)CCCC3)N1CCOCC1
7.7	-1.4	2.1	10.5	-3.3	0.7	-2.4	-2.2	4.1	CCn1c(SCC(=O)OCc2ccccc2)nc2c1c(=O)n(C)c(=O)n2C
1.3	-0.5	-0.9	3.3	-21.4	-14.7	15.2	-3.1	2.8	CC(=O)c1cc2c(cc1NC(=O)CN1CCN(c3ccc(F)cc3)CC1)OCO2
-2.0	-9.4	0.7	4.6	-14.0	-8.1	5.6	-3.7	-0.8	Cc1nn(-c2cc(Cl)ccc2N)c(=O)c2ccccc12
-10.4	10.5	-0.7	3.4	12.0	13.8	-3.8	2.1	3.8	O=C(O)CCCC(=O)N1CCc2cc(S(=O)(=O)N3CCc4ccccc43)ccc21
4.3	10.5	1.6	1.1	12.3	2.5	5.3	4.6	-4.0	O=C(Cn1cccc1)NCc1cccs1
3.5	0.1	4.0	8.7	6.0	3.3	13.9	-0.2	11.6	CCN(C(=O)Cn1c(=O)oc2ccccc21)c1cccc(C(F)(F)F)c1
-1.2	-2.6	-2.4	3.6	10.7	-15.7	-3.1	-2.2	9.4	COC(=O)c1nnn(Cc2ccccc2)c1N
5.4	18.6	0.9	-4.4	11.4	23.0	2.5	14.7	13.6	CN(c1ccccc1)S(=O)(=O)c1ccc(C(=O)Nc2nccs2)cc1
0.7	38.8	0.4	4.0	15.4	8.6	nt	7.7	18.2	CCOC(=O)c1nnn(CC(=O)Nc2cc(F)ccc2F)c1C(=O)OCC

# Already shown: entries from further up.
CatS inh	CatG inh	CatB block	FXIIa mix inh	AP complement	C1s inh	CatL inh	CatB mixtures	FXIa inh mix	canonical_smiles
0.1	-0.9	2.5	5.5	-2.0	-21.8	21.3	2.2	-4.2	COc1ccc(-c2nc(C(N)=O)c3[nH]c(=O)n(-c4cccc(Cl)c4)c3n2)cc1OC
-1.8	-1.4	-5.5	1.2	13.6	4.5	-10.3	5.8	10.2	O=C(NCCc1ccccc1)C1CC(=O)N(C2CCCCCC2)C1 (centres undefined)
0.1	-3.8	-5.9	5.0	21.1	-2.8	18.5	-1.4	9.7	O=P(CCC(F)(F)F)(CCC(F)(F)F)CCC(F)(F)F

# Other entries follow:
CatS inh	CatG inh	CatB block	FXIIa mix inh	AP complement	C1s inh	CatL inh	CatB mixtures	FXIa inh mix	canonical_smiles
14.1	10.3	-0.6	-1.5	10.9	8.7	7.7	6.2	10.4	CCOc1ccc(C(=O)N(CN2CCCC2=O)c2ccc(C)cc2)cc1
-6.3	-2.8	-0.5	3.6	8.6	-64.9	6.9	0.6	-3.5	COc1ccccc1C1/C(=C(\O)c2c(C)nc3c(C)cccn23)C(=O)C(=O)N1CCCN(C)C (centres undefined)
-30.1	-16.9	-0.4	9.0	9.6	-181.4	-4.3	-7.9	-30.7	N#Cc1ccc(COc2ccc(CCO)cc2-n2nc3ccccc3n2)cc1
6.6	1.0	-4.9	2.1	1.4	-4.4	29.3	-2.7	-4.8	CC(=O)Nc1cccc(NC(=O)C2CC3CCC2C3)c1 (centres undefined)
-0.6	8.9	4.9	-15.2	7.5	12.6	9.7	1.7	7.6	CCC(=O)c1ccc(OCC(=O)N2CCc3cc(OC)c(OC)cc3C2)cc1
4.6	6.8	5.4	-10.7	7.6	2.7	22.8	17.2	2.7	O=C(NCCOC(=O)C1COc2ccccc2O1)c1cccnc1 (centres undefined)
10.1	12.1	5.8	-2.0	10.0	-2.9	-1.3	6.4	4.5	Cn1c(=O)c2c(nc(CN3CCOCC3)n2CC(O)CO)n(C)c1=O (centres undefined)
-1.9	-6.1	-1.9	-29.1	-1.1	-94.6	0.0	-6.8	-1.5	COCCNC(=O)c1ccc2c(c1)nc(C)n2-c1cccc(F)c1
-0.6	-6.0	-2.8	-3.1	-6.0	-99.6	3.4	-6.1	1.3	O=C(CCN1CCOCC1)Nc1cccc(Br)c1
-26.5	-9.2	4.8	1.6	9.2	-160.1	0.5	-5.2	-18.6	COC(=O)C(C)Sc1nc2c(c(=O)n(C)c(=O)n2C)n1Cc1cccc(C)c1 (centres undefined)
-8.4	-10.7	-0.2	-12.2	-3.7	-10.4	0.2	1.9	4.6	COc1ccc(CN2C(=O)c3ccccc3C2C(=O)NC2CCCC2)c(OC)c1 (centres undefined)
1.7	0.5	-2.1	2.5	17.3	-4.3	1.1	-0.6	5.4	CCOC(=O)CSc1nnc(CNC(=O)c2ccc(OC)cc2OC)n1-c1ccc(OC)cc1
3.5	-0.8	0.7	-1.9	-4.5	-3.5	12.7	-0.4	-1.7	O=C(NCc1ccco1)c1c(O)c2cccc3c2n(c1=O)CCC3
0.3	-6.0	-1.1	-18.8	-12.1	-33.9	-1.1	-3.0	-7.5	COCC(=O)Nc1nc2n(n1)C(c1ccc(OC)cc1)CC(c1ccc(OC)cc1)N2 (centres undefined)

# Bioassay records (PubChem BioAssay)

# An excerpt; the hit share may differ from the screen's.
